# Source: PubChem BioAssay
# KB-V1 MDR tox: KB-V1 MDR subline cytotoxicity. KB-V1 MDR cells viability, CellTiter-Glo, 72 h. Potency, µM (titrated, usually from 46.1 µM), for the others: top-dose activity change, negative = cytotoxicity, hits mostly cytotoxic. hit rate 3.4% among 400,000; note: potency is the fitted concentration of half-maximal effect; % is set by controls: 0 for no effect and ±100 for the full control effect; nearly all actives have a fitted effect of over 60% in size
#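 KB-V1 MDR subline cells in DMEM (phenol-red free, 10% FBS) exposed to compounds in qHTS concentration series for 72 h at 37 degrees C. Viability read by CellTiter-Glo luminescence; concentration-effect curves fitted after normalization and correction.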
# HT1080 IDH1KD tx: toxicity to HT-1080 IDH1 knockdown cells (counter line); HT-1080 IDH1 knockdown viability, ATP luminescence, 48 h; Potency, µM (doses to about 46.1 µM), for the others: at the top dose activity, negative = toxicity, usual class: cytotoxic; hit rate 2% among 360,000;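 note: potency is the fitted concentration of half-maximal effect; 0% = DMSO wells and -100% = cell-free medium wells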
#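 In this qHTS, HT-1080 cells depleted of IDH1 are exposed for 48 h at 37 °C to compound titrations. Toxicity is scored from CellTiter-Glo luminescence, with DMSO as full viability and medium alone as none.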
# MCF10A rerep: induces DNA re-replication in MCF 10a normal breast cells; AID 624296; Potency, µM (top dose mostly 46.1 µM), for the others: at the highest dose activity, positive = re-replication, usual class: activators; MCF 10A DNA re-replication, Hoechst nuclear intensity, 48 h; hit rate 2.9% among 350,000; note: potency is the fitted concentration of half-maximal effect; % of control where 0% means no effect; nearly all actives have a fitted effect of over 50% in size
# ATXN viability: viability counter-screen for ATXN expression inhibitors | Potency, µM (titrated, usually from 56.7 µM), usual class: cytotoxic | S2 cells (HEK-293 line with an ATXN2-luciferase reporter) viability, CellTiter-Fluor protease fluorescence, 24 h | hit rate 0.49% among 400,000; note: potency is the fitted concentration of half-maximal effect; nearly all actives have a fitted effect of over 40% in size
# ATXN2 expr inh: ATXN2 expression inhibition | hit rate 0.72% among 360,000 | Potency, µM (highest dose often 57 µM), inactives show at the top dose activity change, negative = inhibition, hits mostly inhibitors | HEK-293 ATXN2-luciferase reporter, luminescence, 24 h; note: potency is the fitted concentration of half-maximal effect; % is set by controls: 0 for no effect and ±100 for the full control effect; nearly all actives have a fitted effect of over 55% in size
#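 qHTS (up to 57 uM final) was run with 24 h compound exposure of reporter cells at 37 °C. Each well was multiplexed: SteadyGlo luminescence measured ATXN2-luciferase expression after a fluorogenic Gly-Phe-AFC viability readout (25 uM final).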
# HT1080-NT tox: kills 2HG-producing HT-1080-NT fibrosarcoma cells. hit rate 1.6% among 360,000. HT-1080-NT fibrosarcoma viability, CellTiter-Glo ATP luminescence, 48 h. AID 686970. Potency, µM (titrated, usually from 46.1 µM), for the others: at the highest dose activity, negative = less viability, most hits filed as cytotoxic;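 note: NT is the 2HG producing partner of a matched IDH1 knockdown line; potency is the fitted concentration of half-maximal effect; 0% = DMSO-treated cells and -100% = media-only wells without cells; nearly all actives have a fitted effect of over 55% in size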
#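 HT-1080-NT fibrosarcoma cells (2HG-overproducing), 750 cells/well in RPMI with 5% FBS, dosed after 2 h and incubated 48 h at 37C. CellTiter-Glo luminescence normalized to DMSO and no-cell wells; concentration-response curves fitted and classed.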
# KB-3-1 tox: KB-3-1 parental cell cytotoxicity | Potency, µM (titrated, usually from 46.1 µM), for the others: at the top dose activity change, negative = cytotoxic, most hits filed as cytotoxic | hit rate 1.4% among 400,000 | AID 1347075 | KB-3-1 viability, CellTiter-Glo ATP luminescence, 72 h; note: potency is the fitted concentration of half-maximal effect; % is set by controls: 0 for no effect and ±100 for the full control effect; nearly all actives have a fitted effect of over 60% in size
#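 KB-3-1 cells, DMEM (no phenol red) + 10% FBS; compound by pin transfer, 72 h, 37 °C. Readout: CellTiter-Glo luminescence after 10 min. Data normalized, curve-fitted.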
# IL-1B inflam inh: inflammasome signaling inhibition, IL-1 beta readout | THP-1 LPS/ATP IL-1B secretion, AlphaLISA, 16 h; stronger effect = lower value | activity change, % at 57.5 µM | hit rate 4.7% among 360,000 | AID 743279; in the data active = activity change below about -50%; inconclusive = mostly about -30% to -49%; note: % is set by controls: 0 for no effect and ±100 for the full control effect
#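 Secreted IL-1B measured by AlphaLISA bead assay after 16 h compound exposure of THP-1 cells; compounds (final up to 57.5 uM) added 1 h before LPS (250 ng/mL) and ATP (1.25 mM) stimulation; lower signal means less secretion.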
# SW480 rereplic: induces DNA re-replication in SW480 colon adenocarcinoma cells | SW480 DNA re-replication, Hoechst DNA content imaging, 48 h | Potency, µM (top dose mostly 46.1 µM), inactives show at the highest dose re-replication activation, most hits filed as activators | hit rate 1.8% among 340,000; note: potency is the fitted concentration of half-maximal effect; % of control where 0% means no effect; nearly all actives have a fitted effect of over 55% in size
#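 Hoechst fluorescence of nuclei (405 nm excitation, 500-530 nm emission) measured by plate-scanning imager after 48 hr compound exposure at 37 C; re-replication scored as increased number of nuclei with elevated intensity.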
# Starred values were filed as active, the others as inactive; i = inactive; ? = inconclusive; . = not tested or not shown; & = joins results of further samples; [ ] = remark or other dose. Unless noted, calls come from the whole dose curve; as a rule, active = well fitted curve in the direction sought with a large enough effect; inconclusive = small, poorly fitted or top-dose-only effect, or another doubt; inactive = no such curve, though single readings can be large; an effect the other way counts as inactive or inconclusive. This is a random part of the collection; overall some 11% were active at least once.
SMILES,KB-V1 MDR tox,HT1080 IDH1KD tx,MCF10A rerep,ATXN viability,ATXN2 expr inh,HT1080-NT tox,KB-3-1 tox,IL-1B inflam inh,SW480 rereplic
O=C(/C=C/c1ccc([N+](=O)[O-])s1)N1CCCCC1,?,23.1µM*,?,?,?,?,14.6µM*,-90.1*,5.8µM*
Cc1c(OC(C)C(=O)O)ccc2c3c(c(=O)oc12)CCCC3 (stereo not given),0.0%,6.9%,-1.7%,i,-3.8%,1.4%,10.5%,8.8,-4.4%
OCc1ccc2c(c1)c(-c1ccc3c(c1)OCCO3)c(-c1ccccc1)n2-c1ccccc1,?,-18.0%,?,?,?,?,?,-0.2,5.2%
CC(=O)Nc1ccc(-n2nnnc2SCC(=O)N2CCN(C(=O)c3ccco3)CC2)cc1,6.6%,0.1%,-9.3%,i,2.0%,3.0%,16.9%,-12.4,-9.2%
COc1ccc(/C=C(/NC(=O)c2cccs2)C(=O)Nc2ccc(C)cc2)cc1OC,-3.9%,12.2%,-6.9%,i,0.8%,8.4%,14.9%,-3.1,?
COC(=O)/C=C1\SC(=Nc2ccc(Cl)c(Cl)c2)NC1=O,2.7%,20.9%,?,i,-0.6%,-4.7%,-1.0%,21.7,-4.6%
O=C(COc1ccc(Cl)cc1[N+](=O)[O-])NC1CCCCC1,?,-13.9%,3.9%,i,31.6%[activator],?,?,-13.0,?
S=c1c2c(nc3nc[nH]n13)CCC2,17.4%,-3.8%,1.2%,6.31µM*,.,-7.3%,-6.5%,8.1,?
CCCn1c(SCC(=O)N2CCOCC2)nnc1-c1ccncc1,0.0%,6.5%,-7.8%,i,10.0%,5.5%,11.7%,9.5,-5.7%
Cc1nc(-c2ccc(F)cc2)c(CC(=O)N2CCN(S(=O)(=O)c3ccccc3Br)CC2)s1,?,-4.3%,-4.0%,i,-2.6%,-5.3%,-25.3%,0.0,2.6%
CCCCNC(=O)C1CC(=O)N(CCC(C)C)C1 (stereo not given),21.9%,7.2%,-7.0%,i,6.8%,8.2%,24.2%,1.9,1.0%[9.22 µM]
COc1ccc(/C=C2/Sc3ccc(C(=O)NCCN4CCCCCC4)cc3NC2=O)cc1,?,-1.4%,?,28.2µM*,.,-7.0%,-17.9%,-89.7*,?
CCOC(=O)CNC(=O)Cn1cnc2c(oc3ccccc32)c1=O,?,7.7%,0.0%,i,24.0%,3.5%,10.0%,-2.1,?
CCOc1ccccc1NC(=S)N1CCN(c2nc(-c3cccc(OC)c3)cs2)CC1,3.3%,-4.8%,5.7%,i,.,-6.8%,0.8%,-5.6,2.9%
Cc1ccc(/C=N/NC(=O)c2ccccn2)s1,-1.5%,-2.0%,-0.3%,?,0.0%,-14.1%,-2.7%,-8.2,-11.3%
COC(=O)c1nn(-c2ccc(F)cc2)ccc1=O,7.0%,2.2%,1.6%,i,8.0%,-0.7%,9.5%,11.3,-6.4%[9.22 µM]
COc1ccccc1-c1nnc(C2CCN(S(=O)(=O)c3ccccc3[N+](=O)[O-])CC2)o1,0.1%,0.7%,0.0%,?,-11.3%,5.0%,2.7%,3.0,12.5%
CC#CCN(CC#CC)S(=O)(=O)c1ccc(S(=O)(=O)N2CCOCC2)cc1,?,3.0%,-2.0%,i,-21.2%,-6.8%,9.7%,7.7,-0.3%
CCNC(=O)C1(C)CCN(C(=O)c2ccc3ccccc3c2)C1 (stereo not given),3.1%,1.4%,.,i,8.3%,0.9%,0.0%,9.3,.
c1cnc2c(SCc3ccc(-c4nnco4)cc3)cccc2c1,14.6µM*,-16.7%,3.9%,i,48.4%[activator],-12.9%,-17.2%,-67.0*,?

# Three entries from above, sorted by their value in SW480 rereplic, largest number first.
SMILES,SW480 rereplic
Cc1nc(-c2ccc(F)cc2)c(CC(=O)N2CCN(S(=O)(=O)c3ccccc3Br)CC2)s1,2.6%
CC#CCN(CC#CC)S(=O)(=O)c1ccc(S(=O)(=O)N2CCOCC2)cc1,-0.3%
COC(=O)/C=C1\SC(=Nc2ccc(Cl)c(Cl)c2)NC1=O,-4.6%

# Going on with the list:
SMILES,KB-V1 MDR tox,HT1080 IDH1KD tx,MCF10A rerep,ATXN viability,ATXN2 expr inh,HT1080-NT tox,KB-3-1 tox,IL-1B inflam inh,SW480 rereplic
COC(=O)CN1C(=O)CC(C)(C)Sc2ccccc21,11.8%,8.8%,-0.5%,i,14.0%,21.9%,?,23.2,-13.6%
COc1ccccc1N1C(=NC(=O)COc2ccccc2)SC2CS(=O)(=O)CC21 (stereo not given),2.3%,21.1%,-6.8%,i,16.4%,12.2%,9.6%,8.8,-4.9%
COCCN1Cc2cccc(C(=O)NC3CCCCCC3)c2C1=O,?,5.2%,-1.3%,i,0.9%,-0.4%,21.6%,0.0,-8.2%
CCOC(=O)C1(Cc2ccccc2C(F)(F)F)CCN(C(=O)c2cc(C(C)=O)n[nH]2)CC1,-11.2%,-23.0%,-1.7%,i,.,-26.6%,-2.1%,0.0,2.9%
CC(C)(C)C(=O)Nc1ccccc1C(=O)Nc1cc(Cl)ccc1Cl,16.4µM*,-0.5%,17.9%,i,1.3%,3.7%,2.5%,0.0,-1.9%
Cc1cc(C)c(S(=O)(=O)NCCc2cc3ccc(C)cc3[nH]c2=O)c(C)c1,32.4%,.,.,i,-1.7%,.,18.7%,.,.
CCCCN(C)C(=O)c1cn(C)c2ccc(S(=O)(=O)N3CCC(C)CC3)cc2c1=O,-11.3%&1.0%,29.2%,0.4%,i,13.0%&1.3%,-0.1%,-2.3%&-12.8%,-4.9,26.0%
CC(=O)Nc1nnc(SCc2cccc(F)c2)s1,2.4%,-3.0%,11.9%,i,19.6%,-13.0%,-3.4%,0.3,-0.3%
CCC1(c2ccc(F)cc2)NC(=O)N(CC(=O)N2CCN(S(=O)(=O)c3ccc(C)cc3C)CC2)C1=O (stereo not given),-7.6%,-0.1%,11.0%,?,.,-23.2%,?,22.6,-3.6%
Cc1ccc(C(=O)N2NC(c3ccc(F)cc3)C3C(=O)N(c4ccc(C)cc4)C(=O)C32)cc1 (stereo not given),12.7%,?,3.6%,i,-3.9%,-1.0%,0.0%,17.0,?
Cc1ccc(C(NC(=O)C2CCCCC2)c2c(O)ccc3ccccc23)cc1 (stereo not given),?,?,4.0%,?,-8.0%,-23.3%,?,-11.2,-17.8%
C=CCc1ccccc1OCC(O)CN1CCOCC1 (stereo not given),-0.7%,-1.2%,9.3%,i,-7.4%,1.8%,-6.7%,-14.1,11.6µM*
N#CC1(c2ccccc2)CCC(=NNS(=O)(=O)c2ccccc2)CC1 (stereo not given),-15.5%,-26.6%,1.1%,i,-6.4%,0.6%,-12.2%,12.7,41.9%
O=[N+]([O-])c1ccc(O)c(/C=N/Nc2ccccn2)c1,-1.1%,10.3µM*,?,i,2.82µM*,11.6µM*,?,-101.0*,1.3µM*
CC1CN(C(=S)NC(=O)C2CCCCC2)CC(C)O1 (stereo not given),-32.1%,-1.5%,1.9%,i,-0.9%,5.9%,-9.9%,0.0,-7.3%
Cc1c(Cl)cccc1NC(=O)NCc1cccnc1,0.0%,2.5%,-1.7%,i,6.8%,0.0%,8.3%,19.2,?
O=S(=O)(Nc1ncccn1)c1ccc(NC(=S)N2CCN(Cc3ccc(F)cc3Cl)CC2)cc1,5.6%,19.9%,-0.7%,i,3.1%,0.9%,-9.5%,i,-19.7%
C=CCOC1COC2C(OCC=C)COC12 (stereo not given),2.3%,9.3%,-0.1%,i,10.4%,7.8%,-1.6%,-10.5,-3.0%
C(=N\N1CCN(C2c3ccccc3-c3ccccc32)CC1)/c1ccccn1,18.4µM*,-1.1%,?,i,-19.1%,-0.9%,?,-13.9,-1.2%
Cc1ccc(C(=O)N2CCC(C(=O)c3c(C)cc(C)cc3C)CC2)cc1,0.0%,-11.0%,8.6%,i,-15.6%,-2.5%,0.0%,7.3,2.8%

# Quoted at random: 2 entries already listed.
SMILES,KB-V1 MDR tox,HT1080 IDH1KD tx,MCF10A rerep,ATXN viability,ATXN2 expr inh,HT1080-NT tox,KB-3-1 tox,IL-1B inflam inh,SW480 rereplic
O=S(=O)(Nc1ncccn1)c1ccc(NC(=S)N2CCN(Cc3ccc(F)cc3Cl)CC2)cc1,5.6%,19.9%,-0.7%,i,3.1%,0.9%,-9.5%,i,-19.7%
COc1ccccc1N1C(=NC(=O)COc2ccccc2)SC2CS(=O)(=O)CC21 (stereo not given),2.3%,21.1%,-6.8%,i,16.4%,12.2%,9.6%,8.8,-4.9%

# Further compounds.
SMILES,KB-V1 MDR tox,HT1080 IDH1KD tx,MCF10A rerep,ATXN viability,ATXN2 expr inh,HT1080-NT tox,KB-3-1 tox,IL-1B inflam inh,SW480 rereplic
COc1ccc2nc(N(CCN(C)C)C(=O)c3ccc4ncsc4c3)sc2c1,12.6%,0.3%,.,i,.,-7.0%,?,18.3,.
COC(CN1C(=O)C(O)=C(C(C)=O)C1c1ccccn1)OC (stereo not given),0.0%,5.0%,0.5%,i,3.3%,8.7%,6.5%,7.2,-5.7%
CCC(O)(CC)C(=O)N=Nc1c(O)[nH]c2ccccc12,-0.1%,0.3%,-2.4%,i,-7.1%,6.1%,22.9%,3.1,-3.1%
COc1ccc(NC(=O)CN(c2ccccc2F)S(=O)(=O)c2ccc(C)cc2)c(OC)c1,-27.3%,-13.1%,-1.8%,i,-18.1%,?,-1.9%,51.2,-0.5%
O=C(c1ccc(-n2cncn2)c([N+](=O)[O-])c1)N1CCN(S(=O)(=O)c2cccc(F)c2)CC1,?,2.4%,-6.1%,?,-8.6%,-0.5%,-27.7%,-2.6,0.5%
CO[C@@H]1CN(C)C(=O)c2cc(NC(=O)Nc3cc(F)ccc3F)ccc2OC[C@H](C)N(C(=O)c2ccccn2)C[C@@H]1C,5.6%,5.1%,.,.,.,2.7%,19.4%,11.0,.
CN(C)/C=N/c1sc2c(c1C#N)CCC2,5.4%,0.3%[9.24 µM],28.2%,i,2.5%,1.1%,9.8%,-17.9,-6.5%
